High-throughput results from PubChem.
GalR3 antagonist: antagonists of human GalR3; inhibition, % at 3 µM; HEK293 GalR3-CNG cAMP membrane potential fluorescence; galR3 body fused to GalR1 C-terminus; hit rate 0.44% among 360,000; O60755;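 active = inhibition above the screen-wide average plus 3 SD, cut at about 13% in these data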;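 also: forskolin and galanin both at EC90 stimulate the cells; cAMP rise reported by CNG channel membrane potential dye signal; 0% = forskolin plus galanin with DMSO and 100% = forskolin alone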
Target sequence (O60755 1-299 limits assumed): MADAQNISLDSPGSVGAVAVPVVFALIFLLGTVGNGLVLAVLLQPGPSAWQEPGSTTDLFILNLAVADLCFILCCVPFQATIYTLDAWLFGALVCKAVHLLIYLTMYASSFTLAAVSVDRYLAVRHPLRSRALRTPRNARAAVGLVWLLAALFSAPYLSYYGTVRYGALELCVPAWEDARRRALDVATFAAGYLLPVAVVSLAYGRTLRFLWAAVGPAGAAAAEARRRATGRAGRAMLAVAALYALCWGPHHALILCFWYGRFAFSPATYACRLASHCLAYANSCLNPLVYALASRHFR
V1R ag counter: activates human V1a receptor in oxytocin agonist counter-screen; P37288; CHO-V1R cells, Fluo-8 calcium fluorescence, agonist mode; 0% DMSO, 100% 3 nM vasopressin; activation, % at 3 µM; hit rate 0.25% among 320,000; AID 2797;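 active = activation above the mean activation of all tested compounds plus 3 SD, per screening run, cut at about 20% in these data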;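 also: signal is peak over basal fluorescence ratio across a 100 second FLIPR read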
Target sequence (P37288 whole entry, looked up): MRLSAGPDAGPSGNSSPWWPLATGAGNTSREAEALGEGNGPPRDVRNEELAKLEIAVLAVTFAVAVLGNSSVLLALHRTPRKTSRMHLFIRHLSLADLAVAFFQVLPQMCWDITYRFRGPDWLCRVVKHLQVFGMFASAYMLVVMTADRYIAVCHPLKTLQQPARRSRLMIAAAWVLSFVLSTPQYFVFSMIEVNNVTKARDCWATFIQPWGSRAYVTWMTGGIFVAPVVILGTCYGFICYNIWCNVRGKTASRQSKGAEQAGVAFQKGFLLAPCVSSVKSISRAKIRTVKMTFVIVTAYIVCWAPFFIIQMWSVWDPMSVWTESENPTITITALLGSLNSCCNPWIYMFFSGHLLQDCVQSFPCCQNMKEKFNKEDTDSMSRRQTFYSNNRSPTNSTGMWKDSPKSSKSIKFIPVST
OXTR ag: human OXTR agonism; CHO-OTR cells, Fluo-8 calcium fluorescence; normalized: DMSO 0%, oxytocin 100%; P30559; activation, % at 3 µM; hit rate 0.32% among 320,000;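 active = activation above the mean of all tested compounds plus 3 SD, cutoff set per screening run, cut at about 20% in these data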;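 also: peak over basal fluorescence ratio from a 100 s FLIPR kinetic read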
Target sequence (P30559 whole entry, looked up): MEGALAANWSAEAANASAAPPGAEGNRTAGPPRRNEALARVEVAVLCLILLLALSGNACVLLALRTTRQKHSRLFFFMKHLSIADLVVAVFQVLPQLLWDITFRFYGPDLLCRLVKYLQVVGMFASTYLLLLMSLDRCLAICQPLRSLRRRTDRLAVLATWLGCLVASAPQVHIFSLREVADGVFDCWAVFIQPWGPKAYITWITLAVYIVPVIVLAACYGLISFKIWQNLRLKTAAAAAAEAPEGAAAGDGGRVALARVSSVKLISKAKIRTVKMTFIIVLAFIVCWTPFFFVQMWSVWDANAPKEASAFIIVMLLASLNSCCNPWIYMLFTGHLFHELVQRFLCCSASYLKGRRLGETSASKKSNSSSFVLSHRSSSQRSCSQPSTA
* hit, by the source's call.

nr	SMILES	GalR3 antagonist	V1R ag counter	OXTR ag
1	O=C(COC(=O)CNC(=O)c1cccc(OC(F)F)c1)NNC(=O)c1ccccc1	-2	0.3	0.5
2	N#CCCN(C(=O)CSc1ncccn1)c1ccc2c(c1)OCCO2	-3	1.1	2.2
3	CC(C)(C)c1ccc(OCCC(=O)OCC(=O)NC2CCCCC2)cc1	2	2.5	1.2
4	CN(CC(=O)Nc1ccc(Cl)c(C(F)(F)F)c1)C(=O)c1cc(=O)c2ccccc2o1	-8	12	15
5	NC(=O)C1Cc2ccccc2CN1C(=O)c1cc(C2CC2)nn1-c1ccccc1 (centres undefined)	-5	1.9	3.8
6	CCOc1ccc(S(=O)(=O)N2CCCC(C(=O)NC3CC3)C2)cc1Cl (centres undefined)	-1	-0.4	-0.8
7	Cc1cc(C)c(C(=O)COC(=O)C2CCN(c3ccc(C(F)(F)F)cn3)CC2)c(C)c1	0	1.9	2.2
8	O=C(NCC(=O)N1CCN(Cc2ccc3c(c2)OCO3)CC1)c1ccccc1F	-5	1.1	2.7
9	C#CCOCCOCCOCCNc1nc(N2CCN(C(=O)[C@H](CC(N)=O)n3cc(C(N)[C@H](C)CC)nn3)CC2)nc(N2CCN(C(=O)[C@H](CC(N)=O)n3cc(C(N)[C@@H](C)CC)nn3)CC2)n1 (some centres undefined)	-1	1.6	2.1
10	CC1(C)NC(=O)N(CC(=O)OCC(=O)c2ccc(Br)s2)C1=O	0	0.2	0.4

nr	SMILES	GalR3 antagonist	V1R ag counter	OXTR ag
11	Cc1ccc(NC(=O)COC(=O)c2cccc(OC(F)F)c2)cc1S(=O)(=O)N1CCCCC1	-7	8.8	6.5
12	Cc1ccc(C2(c3ccccc3)NC(=O)N(CC(=O)NCc3ccco3)C2=O)cc1C (centres undefined)	-3	0.9	-2.2
13	CCOc1ccc(C(=O)NCC(=O)NNC(=O)C2COc3ccccc3O2)cc1OCC (centres undefined)	-5	-0.6	1.4
14	COc1ccc2oc(C(=O)OC(C)C(=O)N(C)c3ccccc3)c(C)c2c1 (centres undefined)	-5	8.1	-2.2
15	Cc1cc(NC(=O)COc2coc(CN3CCN(c4ccccc4)CC3)cc2=O)no1	8	1.2	-0.4
16	Cc1noc(C)c1NC(=O)Nc1cccc2c1O[C@H](CN(C)S(=O)(=O)c1cccs1)[C@@H](C)CN([C@H](C)CO)C2=O	-6	0.7	1.8
17	Cc1nc(Cc2nnc(SCC(=O)N3CCN(c4ccc(O)cc4)CC3)o2)cs1	-4	9.3	1.0
18	COc1ccc(-c2ccccc2)cc1NC(=O)c1ccncc1	4	-0.5	-0.5
19	CN(C(=O)COC(=O)c1cnc(Cl)c(Cl)c1)C1CCCCC1	-9	0.0	-1.4
20	CCN(C(=O)COC(=O)c1ccccc1NCCO)C1CCS(=O)(=O)C1 (centres undefined)	-4	-1.0	-0.1

An excerpt of these results, in transposed form.
3. CC(C)(C)c1ccc(OCCC(=O)OCC(=O)NC2CCCCC2)cc1
4. CN(CC(=O)Nc1ccc(Cl)c(C(F)(F)F)c1)C(=O)c1cc(=O)c2ccccc2o1
5. NC(=O)C1Cc2ccccc2CN1C(=O)c1cc(C2CC2)nn1-c1ccccc1 (centres undefined)
6. CCOc1ccc(S(=O)(=O)N2CCCC(C(=O)NC3CC3)C2)cc1Cl (centres undefined)
Screen / compound no.	3	4	5	6
GalR3 antagonist	2	-8	-5	-1
V1R ag counter	2.5	12	1.9	-0.4
OXTR ag	1.2	15	3.8	-0.8

Remaining list, next part.
nr	SMILES	GalR3 antagonist	V1R ag counter	OXTR ag
21	O=C(OCC(=O)c1ccc(Cl)cc1Cl)c1ccccn1	-2	-0.1	-0.9
22	O=C(CCN1C(=O)c2ccccc2S1(=O)=O)N1CCN(c2ccc(F)cc2)CC1	-4	0.8	1.6
23	O=C(C1CCN(S(=O)(=O)c2ccc(Cl)cc2)CC1)N1CCC1	-4	-0.7	0.2
24	COc1ccc(C(=O)OCc2cc(=O)n3c(C)csc3n2)cc1F	-4	5.4	5.2
25	C=C(C)CNC(=S)N/N=C\c1ccc2c(c1)OCO2	11	-1.0	-1.0
26	CC1(c2cccc(Br)c2)NC(=O)N(CC(=O)NC2CCCCC2)C1=O (centres undefined)	-7	1.6	1.2
27	O=C1N[C@H](Cc2ccccc2)COC(=O)[C@@H](Cc2ccc(F)cc2)CC/C=C/C[C@H]1CC(=O)N(CCO)Cc1ccccc1	-2	5.7	1.0
28	COc1ccc(C(=O)NCC(c2ccco2)N(C)C)cc1S(=O)(=O)NCc1ccc(Cl)cc1 (centres undefined)	2	0.3	1.0
29	CC1CC(C)CN(C(=O)COC(=O)CCC(=O)c2cccs2)C1 (centres undefined)	-2	1.3	2.8
30	O=C(NCc1cccs1)c1cc(-c2ccccc2)nn1CC1CC(c2cccc([N+](=O)[O-])c2)=NO1 (centres undefined)	0	0.9	0.4

Entries by screen from above:
Entries 22–29 in GalR3 antagonist: -4, -4, -4, 11, -7, -2, 2, -2
Entries 22–29 in V1R ag counter: 0.8, -0.7, 5.4, -1.0, 1.6, 5.7, 0.3, 1.3
Entries 22–29 in OXTR ag: 1.6, 0.2, 5.2, -1.0, 1.2, 1.0, 1.0, 2.8

Next part
nr	SMILES	GalR3 antagonist	V1R ag counter	OXTR ag
31	Cc1cc(C)cc(CSc2ccc(S(=O)(=O)N3CCCC3)cn2)c1	4	2.0	0.2
32	CC(OC(=O)COc1cccc2c1OC(C)(C)C2)C(=O)Nc1ccc(S(N)(=O)=O)cc1 (centres undefined)	-5	2.7	0.6
33	CCCN(CC(=O)Nc1ccccc1C)C(=O)COc1c(C)cccc1C	-2	2.5	-1.0
34	Cc1cccc(C(=O)O[C@H]2[C@H](C)NS(=O)(=O)[C@H]3CC4C=C[C@]23O4)c1	-3	1.3	1.9
35	COc1cccc(CC(=O)Nc2ccc(S(=O)(=O)Nc3nccs3)cc2)c1	0	-0.2	0.8
36	O=C(NCCOc1ccccc1)C1=CC=CN2CCS(=O)(=O)N=C12	-7	1.1	2.1
37	CN(CCc1ccccc1)C(=O)c1ccc(NC(=O)Cc2ccc([N+](=O)[O-])cc2)cc1	-5	13	15
38	O=C(N[C@H]1C/C=C\C[C@H](CC(=O)N(CCO)Cc2ccccc2)C(=O)N[C@H](Cc2c[nH]c3ccccc23)COC1=O)OCC1c2ccccc2-c2ccccc21	-3	0.9	-0.2
39	CCCCN(C(=O)C1=COCCO1)c1c(N)n(Cc2ccccc2)c(=O)[nH]c1=O	-2	-0.4	-0.4
40	O=C(COc1ccc2c(-c3ccccc3)cc(=O)oc2c1)NC1CCS(=O)(=O)C1 (centres undefined)	0	0.8	0.9

nr	SMILES	GalR3 antagonist	V1R ag counter	OXTR ag
41	O=C(Cn1nnc(-c2ccccc2)n1)NCC(=O)Nc1ccc(F)c(F)c1F	-3	1.4	3.1
42	COc1cc(N(Cc2ccccc2)Cc2ccccc2)c2ncn(C(C)C)c2c1	-6	-0.4	-1.2
43	C=C1CCN([C@@H](CC(C)C)C(=O)N2CCOCC2)S(=O)(=O)c2ccccc21	3	-1.0	-0.1
44	Cc1ccc(S(=O)(=O)CCC(=O)OCC(=O)N2CCN(S(=O)(=O)c3ccccc3)CC2)cc1	0	-0.4	-0.8
45	COC(=O)C1NC(=O)N2C(C(=O)OC)C(C)(C)S[C@H]12 (some centres undefined)	-3	1.3	0.6
46	Nc1ccc(N2CCCC2)c(S(=O)(=O)Nc2cccc(C(F)(F)F)c2)c1	0	-0.6	-1.5
47	O=C(NCC1CCCO1)c1ccccc1NS(=O)(=O)c1ccc(F)cc1 (centres undefined)	-5	0.1	-0.6
48	CC1CCCC(C)N1C(=O)COC(=O)CNC(=O)C12CC3CC(CC(C3)C1)C2 (centres undefined)	-1	-0.4	-0.6
49	CC(=O)Nc1ccc(C(=O)COC(=O)C2CCCCC2)c(F)c1	2	4.6	9.1
50	CSc1ccccc1NC(=O)CN(C)CC(=O)Nc1ccc(S(=O)(=O)N2CCCC2)cc1	-3	1.5	0.4

nr	SMILES	GalR3 antagonist	V1R ag counter	OXTR ag
51	NC(=O)c1ccsc1NC(=O)COC(=O)c1ccc([N+](=O)[O-])o1	-2	4.2	6.4
52	Cc1ccc(NC(=O)COC(=O)c2cc(=O)c3ccccc3o2)cc1F	0	1.3	-0.2
53	CC(Sc1nnc(C2CC2)n1C1CC1)C(=O)Nc1cccc(S(=O)(=O)N2CCOCC2)c1 (centres undefined)	-7	0.5	0.1
54	CCN(C[C@H]1N[C@@](Cc2ccccc2)(C(=O)OC)[C@H]2C(=O)N(Cc3ccccc3)C(=O)[C@@H]12)C(=O)C1CCCCC1	-5	-1.1	-1.7
55	O=C(COC(=O)CSc1ccc(F)cc1)NNC(=O)c1ccc([N+](=O)[O-])cc1	-1	2.5	-1.2
56	CN(C)C(CNC(=O)c1cccs1)c1ccco1 (centres undefined)	-3	0.2	0.4
57	C[C@@]12C(=O)N(CC3CCCO3)CC(=O)N1[C@H]1c3cc(Cl)ccc3OC[C@@H]1[C@@H]2c1ccccc1 (some centres undefined)	-5	1.5	-0.2
58	Cc1ccc(NC(=O)C(C)OC(=O)c2ccc(NC(=O)CC#N)cc2)cc1S(=O)(=O)N1CCOCC1 (centres undefined)	2	-0.3	-0.8
59	Cc1ccc(S(=O)(=O)/N=C(/Nc2ccc([N+](=O)[O-])cc2[N+](=O)[O-])c2ccccc2)cc1	-3	8.9	5.7
60	CN1CCN(S(=O)(=O)c2ccc(N(C)Cc3cccc(F)c3)nc2)CC1	-4	1.5	1.7

nr	SMILES	GalR3 antagonist	V1R ag counter	OXTR ag
61	Cc1cc(C)c2nc(N(CCCN(C)C)C(=O)c3ccc(S(=O)(=O)N4CCCCCC4)cc3)sc2c1	0	5.1	16
62	O=C(CCSc1ccc(Cl)cc1)N1CCN(S(=O)(=O)c2ccccc2)CC1	-5	6.8	5.0
63	Cc1c(C(=O)N2CCC3(CC2)CC(=O)c2ccccc2O3)cccc1[N+](=O)[O-]	-2	4.7	3.9
64	Cc1cc(Cn2nc(C(=O)NCC3CC3)cc2-c2ccccc2)on1	-4	-0.5	-1.8
65	COc1cccc(NC(=O)CN(C)C(=O)c2ccc(NS(=O)(=O)c3ccc(F)cc3)cc2)c1	-7	-0.7	0.1
66	O=S(=O)(c1cccc(F)c1)N1CCN(Cc2cc3c(cc2Br)OCCO3)CC1	-1	0.8	-1.1
67	Cc1cc(NC(=O)C(C)SCC(=O)N(C)Cc2ccccc2F)no1 (centres undefined)	-2	1.3	-0.9
68	O=c1[nH]c2cc(Cl)ccc2c(O)c1-c1cccc(Oc2ccccc2)c1	-2	0.3	0.7
69	CC(NC(=O)c1ccc(NC(=O)CC2SC(N3CCCC3)=NC2=O)cc1)c1ccc(S(N)(=O)=O)cc1 (centres undefined)	1	-0.8	-0.3
70	CNC(=O)[C@@]1(Cc2ccccc2)C=C[C@@H](C)N1C(=O)OC	0	-0.3	0.3

nr	SMILES	GalR3 antagonist	V1R ag counter	OXTR ag
71	COCCn1c(SCC(=O)N2CCCC2=O)nc2sc(C)c(C)c2c1=O	3	0.4	-1.1
72	Cc1cccc(NS(=O)(=O)c2cccc(C(=O)NCCCN3CCOCC3)c2)c1	0	0.3	1.1
73	S=c1sc2ccccc2n1CCc1ccncc1	-6	-0.7	0.3
74	O=C(c1ccc(S(=O)(=O)N2CCCC2)cc1)N1CCCC(C(F)(F)F)C1 (centres undefined)	-1	1.0	0.6
75	CCCCN(C(=O)c1ccc(NC2CC2)c([N+](=O)[O-])c1)c1c(N)n(CC(C)C)c(=O)[nH]c1=O	-2	-0.1	-1.5
76	Cc1cc(C(=O)CSc2nc(N)cc(=O)[nH]2)c(C)n1CC1CCCO1 (centres undefined)	-3	0.7	0.4
77	COc1ccccc1-c1noc(Cn2cc(S(=O)(=O)N3CCCC3)ccc2=O)n1	0	1.2	-1.1
78	Cc1cc(C)c(NC(=O)CNC(=O)Cc2sc(C)nc2-c2ccc(F)cc2)c(C)c1	5	-0.5	-2.7
79	Cc1ccc(NC(=O)C(C)Sc2nc3nc(C)cc(C)n3n2)cc1 (centres undefined)	-5	0.7	0.8
80	Cc1cc(S(=O)(=O)Nc2ccc(C(=O)NCCCN3CCCC3=O)cc2)ccc1F	5	-0.2	0.5

nr	SMILES	GalR3 antagonist	V1R ag counter	OXTR ag
81	CCOC(=O)C1=C(COC(=O)/C=C/c2ccco2)NC(=O)NC1C (centres undefined)	-3	0.3	0.5
82	N/C(=N\OCC(=O)Nc1ccc(F)c(Cl)c1)c1ccccc1	-7	5.0	5.0
83	Cc1ccc(CN(C)C(=O)CN2C(=O)NC3(CCCc4ccccc43)C2=O)c(C)c1 (centres undefined)	6	4.8	4.4
84	Cc1noc(C)c1S(=O)(=O)N(C)C[C@H]1Oc2c(NS(=O)(=O)c3cn(C)cn3)cccc2C(=O)N([C@H](C)CO)C[C@@H]1C	-8	1.1	0.9
85	COC(=O)[C@@H]1C[C@H]1[C@@H](NC(=O)c1cc(C)on1)c1ccccc1	-4	-0.4	-0.4
86	COc1cc(OC)cc(C(=O)NNC(=O)C2CSC3(C)CCC(=O)N23)c1 (centres undefined)	-3	-0.6	-0.3
87	CC(OC(=O)/C(C#N)=C/c1ccc(N(C)C)cc1)C(=O)N(C)c1ccccc1 (centres undefined)	-6	16	11
88	c1ccc(-c2cc3ncccc3cn2)cc1	-8	-0.3	-0.2
89	COc1ccccc1CCC(=O)OCC(=O)N1c2ccccc2NC(=O)C1(C)C	-1	1.0	-1.3
90	Cc1cc(C)cc(OCC(O)CN2CCC(CN3C(=O)c4cccc5cccc(c45)C3=O)CC2)c1 (centres undefined)	28*	16	25*
91	Cc1cccc(C)c1NC(=O)CN(C)CC(=O)N1CC(=O)Nc2ccccc21	-4	-0.3	-0.2
92	COC(=O)[C@@H]1[C@@H](C)N(Cc2ccccc2)C(=O)N[C@H]1c1ccccc1	-4	0.2	-1.1

This is a subset; rates above refer to the full screens.
